# Compound activity: PubChem, several laboratories
# HIF activator – HIF pathway transcriptional activation; activation, % at 7.5 µM (by protocol); 300,000 tested, 0.32% active; U2OS HRE-luciferase reporter, luminescence; normalized: DMSO 0%, desferrioxamine 100%;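 active means mean activation of at least 10% of the iron chelator positive control signal, with at least half of replicates also reaching 10%; inconclusive means mean and replicate majority disagree about reaching 10%; inactive means mean and most replicates under 10%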
# HSF1 inhib – HSF1 inhibition. activity change, negative = inhibition, % at 7.5 µM (by protocol). NIH3T3-HGL HSE-luciferase, MG132-induced, luminescence 8 h; stronger effect = lower value. 300,000 tested, 0.77% active;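 active means more than half of replicate wells show activity change below -50%, luminescence cut by over half; inconclusive means some wells, but at most half, below -50%; inactive means no replicate well below -50%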;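 further: luciferase reports HSF-1 transcriptional activity via heat shock element; 0% = median of DMSO wells and -100% = zero luminescence signal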
# HSP90 inh – inhibitors of HSP90 luciferase refolding in rabbit reticulocyte lysate; luciferase refolding luminescence, 3 h; 290,000 tested, 0.91% active; AID 1789; inhibition, % at 5.6 µM;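 active means inhibition above the screen-wide mean plus 3 SD, computed separately per campaign, cut at about 16% in these data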;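 further: 0% = DMSO wells and 100% = 60 µM geldanamycin wells; inhibitors lower the luminescence because luciferase stays unfolded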
# HDAC3 inh – human HDAC3 inhibition; O15379; recombinant HDAC3, fluorogenic peptide/trypsin coupled, fluorescence; inhibition, % at 8.3 µM; 320,000 tested, 0.15% active; AID 2718; in the data active means inhibition above about 26%, passing the limit was not always enough; inconclusive means no clear call, values can overlap the other calls
# Target sequence (O15379 whole entry, looked up): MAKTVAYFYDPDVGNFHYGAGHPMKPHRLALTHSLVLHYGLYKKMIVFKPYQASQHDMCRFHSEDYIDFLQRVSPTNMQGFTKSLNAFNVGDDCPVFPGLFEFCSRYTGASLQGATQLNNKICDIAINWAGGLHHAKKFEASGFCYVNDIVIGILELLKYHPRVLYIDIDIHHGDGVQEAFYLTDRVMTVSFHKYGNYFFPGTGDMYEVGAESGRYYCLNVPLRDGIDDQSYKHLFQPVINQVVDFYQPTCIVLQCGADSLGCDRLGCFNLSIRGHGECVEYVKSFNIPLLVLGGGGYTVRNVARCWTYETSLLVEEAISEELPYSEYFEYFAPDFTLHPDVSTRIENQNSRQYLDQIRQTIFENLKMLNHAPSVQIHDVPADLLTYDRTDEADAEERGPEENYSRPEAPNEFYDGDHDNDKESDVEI
# AI-2 QS mod – modulates the Vibrio harveyi AI-2 quorum sensing system. Vibrio harveyi JMH597 AI-2 luminescence/OD600 ratio, 9 h; stronger effect = lower value; strain lacks LuxN and CqsS sensors; 0 = neutral-control median. 300,000 tested, 0.4% active. activity change, % at 7.5 µM; in the data active means activity change below about -75%, passing the limit was not always enough; inconclusive means no clear call, values can overlap the other calls;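 further: luminescence divided by OD600 gain over 9 h not by final OD600 alone; inactives centre near 13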
# Platelet DG rel – modulates dense granule release in human platelets | AID 1663 | 300,000 tested, 0.22% active | inhibition, %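 (compounds screened at 7.5 µM in platelet-rich plasma)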 | human platelet-rich plasma, SFLLRN dense granule ATP release, luminescence;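 active means mean replicate score, as percent of positive control, at or above 50; inconclusive means mean below 50 but at least one replicate at or above 50; inactive means mean and every replicate below 50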
# HSF1 activator – increases HSF-1 driven luciferase reporter signal | activation, % at 9 µM | 300,000 tested, 1.7% active | NIH3T3-HGL HSF-1 luciferase reporter, MG132, 8 h; 100% = twice DMSO control signal;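 active means mean replicate activation of at least 50% with a set share of replicates each reaching 50%; inconclusive means only one of those two conditions met; inactive means mean below 50% and too few replicates reaching it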;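 further: 0% = median of the neutral control wells and 100% = twice that signal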
# KLF5 inhibitor – suppresses KLF5 promoter-driven expression. DLD-1 KLF5 promoter-luciferase reporter, luminescence. inhibition, % at 5 µM. 290,000 tested, 0.23% active. AID 1700;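 active means inhibition above a per-plate limit of that plate's mean compound inhibition plus 3 SD, cut at about 60% in these data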;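 further: 0% = DMSO wells and 100% = LY294002 at 200 µM; higher means less KLF5 promoter-driven luciferase light; inactives centre near -14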
# IEC-6 tox – counter-screen for KLF5 inhibitors: cytotoxicity in IEC-6 cells | IEC-6 cytotoxicity, luminescence viability | 290,000 tested, 0.78% active | inhibition, % at 5 µM; in the data active means inhibition above about 22%;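 further: 0% = plate median of test compound wells and 100% = cytotoxic reference compound wells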
# aSyn UTR inh – MLPCN primary screen, SNCA 5' untranslated region; alpha-synuclein 5'UTR reporter, inhibitor activity; inhibition, % (tested at 7.5 µM); 300,000 tested, 0.82% active; AID 1813; in the data active means inhibition above about 60%; inconclusive means no clear call, values can overlap the other calls;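 further: H4 neuroglioblastoma cells stably carrying SNCA 5'UTR luciferase fusion; 0% = DMSO wells and 100% = positive control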
# The depositor's hits bear a star; ? = inconclusive; . = not tested or not shown.
SMILES,HIF activator,HSF1 inhib,HSP90 inh,HDAC3 inh,AI-2 QS mod,Platelet DG rel,HSF1 activator,KLF5 inhibitor,IEC-6 tox,aSyn UTR inh
Cc1c(Cc2ccccc2)c(NCCN(C)C)n2c(nc3ccccc32)c1C#N,-0.6,-24,2,-8,13,14,-29,-11,0,0
O=C(NCc1ccccc1)N1CCC(CO)(Cc2cccc(F)c2)CC1,0.9,-35,8,.,12,1,-55,-6,4,5
COc1ccc(N(CC(=O)N/N=C(\C)c2ccc(OC)c(OC)c2)S(=O)(=O)c2ccccc2)cc1,0.5,-12,5,0,10,11,-7,-24,9,49
Cc1cccc(C)c1C(=O)N[C@@H](Cc1ccccc1)C(=O)O,0.6,5,10,1,0,-7,-18,-5,1,-3
O=C(CNC(=O)c1ccco1)Nc1ccc2c(c1)OCCO2,-2.1,-67*,.,-1,18,-1,-70,.,.,-17
O=[N+]([O-])c1cnn2cc(Br)cnc12,0.8,-5,0,-4,9,0,-12,-38,-1,7
CC1=C(C)CC(C(=O)NC(C)CCc2ccccc2)C(C(=O)O)C1 (stereo not drawn),0.1,-8,2,0,39,-2,0,-7,-2,12
Cc1ccccc1OCC(=O)NNC(=O)Cc1ccc(S(=O)(=O)N2CCOCC2)s1,0.1,1,.,-10,16,6,7,.,.,12
O=C(Nc1ccccc1)c1cc2ccccc2c(=O)s1,.,-20,-8,.,7,5,-20,-89,-2,-209
CCCc1cc(=O)[nH]c(SCC(=O)Nc2c(C)cccc2C)n1,.,.,5,1,15,3,.,-10,0,.
CC1CCCCC1NC(=O)CN(C)S(=O)(=O)c1ccc2c(c1)CCC(=O)N2 (stereo not drawn),-0.7,-1,1,-1,-2,18,-1,-24,2,-14
CSCCC(NC(=O)c1ccc([N+](=O)[O-])cc1Cl)C(=O)OCC(=O)C12CC3CC(CC(C3)C1)C2 (stereo not drawn),-0.2,-1,2,0,1,-5,12,-20,-5,18
Cc1c(-c2ccccc2)oc2c(C(=O)OCC(=O)Nc3ccc(C(N)=O)cc3)cccc2c1=O,-0.3,7,2,-2,9,-4,?,-62,-1,15
NS(=O)(=O)c1ccc(CCNC(=O)c2ccc(C#CC3(O)CCCCC3)cc2)cc1,-0.7,-54*,0,-2,16,2,-54,-5,0,-21
CS(=O)(=O)N(CC(=O)NCC1CCCO1)c1cc(Cl)c(Cl)cc1Cl (stereo not drawn),-0.8,-6,0,-7,4,0,9,-5,0,20
O=C(CSc1nc2ccccc2[nH]1)NCc1ccc2c(c1)OCO2,.,.,-2,.,12,-1,.,-19,-5,30
Cc1ccccc1N1CC(C(=O)O)CC1=O (stereo not drawn),-0.5,0,-2,1,11,3,1,-21,-1,6
COC(=O)c1ccc(N=NNc2cccc(Br)c2)cc1,.,.,10,10,.,.,.,-82,5,.
CCOC(=O)N1CCN(S(=O)(=O)c2ccc(C)c([N+](=O)[O-])c2)CC1,0.2,-1,-3,-4,12,0,12,-5,6,0
CNC(=S)NNC(=O)CSCc1c(Cl)cccc1Cl,-0.2,6,-1,-6,30,-3,14,-13,21,-20
CCOc1ccc(NC(=O)c2nc(SCC)ncc2Cl)cc1,1.0,-22,6,-6,0,0,-28,-12,13,33
O=C(CCCc1nc(-c2ccc(Cl)cc2)no1)N1CCOCC1,-0.9,8,-4,-7,4,8,14,-3,-6,-23
O=C(Nc1ccc2c(c1)OCO2)c1cc(-c2cccc(O)c2)on1,0.2,-1,5,1,29,-51,-16,-62,2,24
Cc1cc(C(=O)NNC(=S)NCc2ccccc2)no1,-3.7,-3,-3,.,-34,-3,-5,-39,-2,11
COCCOC(=O)c1c(C)oc2ccc(OC(=O)c3c(OC)cccc3OC)cc12,-0.7,-8,1,8,17,-4,7,0,7,-31
CCCNC(=O)c1ccc(C)c(NC(=O)C2=C(C)OCCS2)c1,-19,-13,-9,8,2,-4,-30,-41,-7,-11
CNC(=O)CCC(=O)Nc1ccc(C)cc1,-0.5,-7,-3,0,-2,-10,8,-31,-2,8
Cc1ccc(C(=O)O)cc1NC(=S)NC(=O)c1ccc(-c2ccc(Cl)cc2)o1,0.2,4,3,-2,23,-4,7,2,-1,3
Cn1cccc1-c1cc(C(=O)N/N=C/c2ccc(F)cc2)[nH]n1,0.0,1,1,11,15,6,17,-36,6,19
CCN(CC)c1ccc(/C=N/NC(=O)CN2CCCc3ccccc32)cc1,-0.3,1,-4,0,44,-9,3,4,-6,-7
O=C(CNCc1cccc2ccccc12)Nc1ccccc1[N+](=O)[O-],-0.1,0,-1,-2,10,-1,-12,-15,-3,1
CCOC(=O)c1cc2sccc2n1CC(=O)N1c2ccccc2CC1C (stereo not drawn),-0.8,-2,-5,-2,17,3,-3,-19,-3,17
O=S(=O)(Nc1nccs1)c1ccc(F)cc1,0.7,-34,-1,-4,32,3,-46,-15,1,1
CCC(=O)NNc1nc2c(C)cc(C)cc2s1,0.1,-5,1,1,34,-1,17,1,-4,-63
COC(=O)c1[nH]c2cc(OC)ccc2c1NC(=O)CN1CCC(C(N)=O)CC1,0.8,-2,1,8,11,-2,12,-31,-1,-16
COCC1CCN(C(=O)C2CCC(=O)N(Cc3cccc(C(F)(F)F)c3)C2)CC1 (stereo not drawn),-0.3,0,2,.,20,1,5,0,-2,3
CC(=O)Nc1ccc(NC2=CC(=O)c3ccccc3C2=O)cc1,0.0,32,10,2,0,3,77*,-130,97*,-46
O=C(CCNS(=O)(=O)c1ccc(Br)cc1)Nc1cccc(F)c1,-0.1,7,-5,3,2,-6,13,-4,4,4
CCOC(=O)c1sc(S(C)(=O)=O)c2c1CCc1conc1-2,-0.2,-7,2,7,0,-4,3,3,-3,15
CC(C)c1ccc(NC(=O)CCNS(=O)(=O)c2cccc3nonc23)cc1,-0.6,-2,-2,0,-31,3,27,-7,-2,-1
Cc1ccc(/C=N/NC(=S)NC2CCCCC2)o1,2.2,-5,0,6,-1,2,2,-88,-2,-135
O=C(Cn1cc([N+](=O)[O-])cn1)NCC1CCCO1 (stereo not drawn),0.0,-63*,-5,8,3,-14,-71,-2,-12,10
Cc1c(C)n2c3c(cccc13)CC2,-0.8,-8,-4,1,6,0,-2,-29,-5,11
Cc1cccc(N2C(=O)C(O)=C(C(=O)c3cccs3)C2c2ccc(Cl)cc2)n1 (stereo not drawn),1.9,11,-1,-10,20,-16,32,0,-1,-8
Cc1ccc(C(c2sc3nc(C)nn3c2O)N2CCOCC2)cc1 (stereo not drawn),-1.9,2,0,0,24,-1,-7,-16,-17,-8
COc1ccccc1NC(=O)CN1C(=O)CSC(C)C1=O (stereo not drawn),0.0,-6,-3,-7,30,-1,1,-11,-12,2
CCOc1ccc(C(=O)CCC(=O)N(CC)CC(=O)NCc2ccc(Cl)cc2)cc1,0.3,5,-4,0,10,11,0,-40,0,10
O=C(NC1=NCCS1)c1ccc(Br)s1,0.9,5,-1,-4,7,1,14,-140,0,-171
COc1ccc(/C=N/n2c(=O)[nH]c3c([nH]c4ccc(C)cc43)c2=O)cc1CN1CCOCC1,-0.5,7,4,.,18,-5,8,11,-2,13
CN(C1CCCC1)C1CCN(C(=O)CNC(=O)/C=C/c2cccc(C(F)(F)F)c2)CC1,-0.3,-9,-4,-5,21,12,-1,-6,-1,7
Cc1ccc2nc(SC(C)C(=O)N3CCCC3)[nH]c2c1 (stereo not drawn),0.9,-2,-4,0,2,-2,-10,-26,-2,-75
CCCN(CC1CCCO1)C(=O)CCc1nnc(CCc2ccc(OC)cc2)o1 (stereo not drawn),0.9,-6,-4,2,12,-7,5,-31,-3,21
CCN(CC)S(=O)(=O)c1cc(NC(=O)C(C)N2CCN(c3ccccn3)CC2)ccc1C (stereo not drawn),0.0,0,1,-6,39,-2,0,-11,-4,0
O=C(O)CNS(=O)(=O)c1ccc2c(c1)CCCC2,0.0,-2,0,2,21,0,-1,-26,0,34
Cc1nc2ccc(NC(=O)c3ccc(=O)[nH]c3)cc2s1,-21,-6,-1,5,4,-3,17,2,2,9
Cc1ccc(C)c(-c2ccc(=O)n(Cc3ccc(F)cc3Cl)n2)c1,0.3,28,0,?,14,-6,38,-29,-3,5
CNC(=S)NNC(=O)c1ccccc1F,-0.1,-11,1,3,18,6,7,-1,-5,3
Cc1cc2oc(=O)c(CC(=O)NCCCN(C)C)c(C)c2c2occ(C(C)(C)C)c12,-27,7,1,-24,5,-9,14,-69,5,?
O=C(OCC(=O)N1CCc2ccccc2C1)c1ccc(N2CCOCC2)c([N+](=O)[O-])c1,0.0,4,2,1,23,-7,27,-28,2,7
NC(=O)COC(=O)c1ccc(S(=O)(=O)NCc2ccco2)cc1,-0.1,1,6,-10,7,-18,-3,-5,-4,5

# Retrieved by structure from the entries so far, 2 records:
SMILES,HIF activator,HSF1 inhib,HSP90 inh,HDAC3 inh,AI-2 QS mod,Platelet DG rel,HSF1 activator,KLF5 inhibitor,IEC-6 tox,aSyn UTR inh
CCOC(=O)c1sc(S(C)(=O)=O)c2c1CCc1conc1-2,-0.2,-7,2,7,0,-4,3,3,-3,15
O=C(OCC(=O)N1CCc2ccccc2C1)c1ccc(N2CCOCC2)c([N+](=O)[O-])c1,0.0,4,2,1,23,-7,27,-28,2,7

# New compounds follow
SMILES,HIF activator,HSF1 inhib,HSP90 inh,HDAC3 inh,AI-2 QS mod,Platelet DG rel,HSF1 activator,KLF5 inhibitor,IEC-6 tox,aSyn UTR inh
Cc1ccc(C(=O)N2C3=C(CCCC3)C(=O)NC23CCCCC3)cc1,-0.6,1,-2,0,26,-8,-10,11,0,-15
COc1cccc(CN2CCNC(=O)C2CC(=O)NCCN2CCOCC2)c1OC (stereo not drawn),0.1,-3,2,1,0,2,6,-20,-3,18
CCCCn1c(Nc2ccc(OC)cc2)nc2ccccc21,0.1,6,-3,-15,8,11,1,-19,0,3
Cc1ccc(S(=O)(=O)Nc2ccc(C(=O)N3CCN(c4ccccc4O)CC3)cc2)cc1[N+](=O)[O-],-0.7,-4,.,-6,-13,-36,8,.,.,-8
Cc1c(NC(=O)Nc2ccc([N+](=O)[O-])cc2)c(=O)n(-c2ccccc2)n1C,0.9,20,-3,-4,14,-3,58*,-30,-12,0
Cc1onc(NC(=O)NC(=O)c2ccccc2F)c1Br,1.4,7,-2,-4,27,2,8,-56,1,-42
O=C(N/N=C/c1ccccn1)C(=O)N1CCCCCC1,0.0,-11,-4,5,6,19,3,-3,-6,-1
O=S1(=O)CC/C(=N\O)c2ccccc21,0.2,-9,-3,-6,22,-2,-17,-69,-2,-9
CC(C)c1ccc(NC(=O)c2cc([N+](=O)[O-])ccc2N2CCOCC2)cc1,0.0,-2,-4,?,12,1,1,-8,6,6
COc1ccc(-c2[nH]c(-c3ccc(C)cc3)nc2SCC(=O)NC2CCCC2)cc1,-0.3,-4,8,7,24,6,-20,-3,5,7
CCc1ccc(NC(=S)NC(=O)CC(C)C)cc1,1.7,9,-6,2,10,1,32,-95,-2,-154
O=C1CCN(Cc2ccccc2)C(=O)N1c1ccccc1,0.2,-1,-1,-3,15,-2,0,-37,1,11
CC(C)(C)NC(=O)CCN(/N=C/c1ccccc1)C1=NS(=O)(=O)c2ccccc21,-0.4,-4,0,-1,8,7,-15,0,0,23
CC(C)(C)c1csc(NC(=O)c2ccc(Cl)s2)n1,1.9,36,-4,14,20,-2,20,-84,-5,-15
